High-throughput results from PubChem BioAssay.
EPAC1 agonist: EPAC1 (human) agonism; actives 0.073% (n = 360,000); O95398; Potency, µM (highest dose often 154 µM), without a hit: at the top dose activation, hits mostly activators; EPAC1 agonist qHTS, biochemical assay; response scale: 100% = response to 6.5 mM cAMP; AID 720707; note: potency is the fitted concentration of half-maximal effect; nearly all actives have a fitted effect of over 60% in size
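Fluorescent GDP-exchange assay: 100 nM EPAC1 with 250 nM Rap1B preloaded with BODIPY-GDP and 50 uM GDP; compounds tested as concentration series, 5 min at room temperature, then read every 5 min for 30 min (ex 480/em 540 nm); normalized to 6.5 mM cAMP.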
IL-2 act: IL-2 activation | IL-2 activation reporter assay, cell-based qHTS; stimulated with anti-CD3/CD4/CD28 beads; in transgenic mouse T cells | activation, % (series mostly up to about 46 µM) | actives 0.065% (n = 360,000) | AID 652025; in the data active = activation above about 50%; inconclusive = mostly about 30% to 49%; note: 0% is about no effect
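EGFP and DsRed fluorescence is measured by plate cytometry in unstimulated transgenic mouse T cells exposed to compound for 60 minutes, then stimulated 18 hours at 37 degrees C with anti-CD3/anti-CD4 beads plus anti-CD28.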
PI5P4Ka inh: PI5P4K alpha (human) kinase inhibition; P48426; PI5P4Kalpha enzyme, ADP-Glo luminescence, 60 min; active compounds read low; max response, %; actives 1.2% (n = 330,000); active = max response of -50% or lower; inconclusive = between -30% and -50%; inactive = -30% or higher; note: value at the top dose of about 77 µM; % is set by controls: 0 for no effect and ±100 for the full control effect
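Single end-point luminescence (ADP-Glo) quantified ADP from PI5P4Kalpha turnover; ATP 5 microM final, 1 h at RT, 0.1% CHAPS and 0.28 mM EGTA in HEPES pH 7.4.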
EPAC1 antagonist: blocks human EPAC1 exchange factor; O95398; EPAC1 GEF assay, Rap1b-BODIPY-GDP exchange fluorescence; Potency, µM (series often up to 115 µM), inactives show at the highest dose activity change, negative = inhibition, most hits filed as inhibitors; actives 0.14% (n = 360,000); AID 720709;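 note: potency is the fitted concentration of half-maximal effect; plate controls were vehicle for no effect and positive control for full effect; nearly all actives have a fitted effect of over 50% in size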
PLK1 PBD block: inhibitors of human PLK1 polo-box domain binding. Plk1 PBD binding of FITC phosphopeptide, fluorescence polarization. actives 2.8% (n = 360,000). P53350. Potency, µM, inactives show max response, negative = inhibition, most hits filed as inhibitors; note: potency is the fitted concentration of half-maximal effect; series mostly up to about 57 µM; % is set by controls: 0 for no effect and ±100 for the full control effect; nearly all actives have a fitted effect of over 65% in size
FUS yeast rescue: rescues growth of FUS-expressing yeast; S. cerevisiae FUS-expressing, growth rescue, OD600, 24 h; Potency, µM (series often up to 76.6 µM), inactives show at the highest dose growth rescue (activation), most hits filed as activators; actives 0.24% (n = 390,000); AID 1347120;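 note: potency is the fitted concentration of half-maximal effect; plate controls were DMSO vehicle for no effect and reference control for full effect; nearly all actives have a fitted effect of over 55% in size; some results filed as inactive show a strong effect at the top dose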
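S. cerevisiae expressing FUS from galactose induction served as the toxicity model. Growth after 24hr at 30C, read as absorbance at 600 nm, indicates suppression of toxicity; compounds dosed at several concentrations.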
WRN inhibitor: blocks human WRN helicase; Q14191; WRN helicase unwinding, fluorescent forked duplex, kinetic; Potency, µM (series often up to 114 µM), for the others: at the top dose activity change, negative = inhibition, hits mostly inhibitors; actives 0.46% (n = 360,000); note: potency is the fitted concentration of half-maximal effect; % is set by controls: 0 for no effect and ±100 for the full control effect; nearly all actives have a fitted effect of over 55% in size
Target sequence (Q14191 whole entry, looked up): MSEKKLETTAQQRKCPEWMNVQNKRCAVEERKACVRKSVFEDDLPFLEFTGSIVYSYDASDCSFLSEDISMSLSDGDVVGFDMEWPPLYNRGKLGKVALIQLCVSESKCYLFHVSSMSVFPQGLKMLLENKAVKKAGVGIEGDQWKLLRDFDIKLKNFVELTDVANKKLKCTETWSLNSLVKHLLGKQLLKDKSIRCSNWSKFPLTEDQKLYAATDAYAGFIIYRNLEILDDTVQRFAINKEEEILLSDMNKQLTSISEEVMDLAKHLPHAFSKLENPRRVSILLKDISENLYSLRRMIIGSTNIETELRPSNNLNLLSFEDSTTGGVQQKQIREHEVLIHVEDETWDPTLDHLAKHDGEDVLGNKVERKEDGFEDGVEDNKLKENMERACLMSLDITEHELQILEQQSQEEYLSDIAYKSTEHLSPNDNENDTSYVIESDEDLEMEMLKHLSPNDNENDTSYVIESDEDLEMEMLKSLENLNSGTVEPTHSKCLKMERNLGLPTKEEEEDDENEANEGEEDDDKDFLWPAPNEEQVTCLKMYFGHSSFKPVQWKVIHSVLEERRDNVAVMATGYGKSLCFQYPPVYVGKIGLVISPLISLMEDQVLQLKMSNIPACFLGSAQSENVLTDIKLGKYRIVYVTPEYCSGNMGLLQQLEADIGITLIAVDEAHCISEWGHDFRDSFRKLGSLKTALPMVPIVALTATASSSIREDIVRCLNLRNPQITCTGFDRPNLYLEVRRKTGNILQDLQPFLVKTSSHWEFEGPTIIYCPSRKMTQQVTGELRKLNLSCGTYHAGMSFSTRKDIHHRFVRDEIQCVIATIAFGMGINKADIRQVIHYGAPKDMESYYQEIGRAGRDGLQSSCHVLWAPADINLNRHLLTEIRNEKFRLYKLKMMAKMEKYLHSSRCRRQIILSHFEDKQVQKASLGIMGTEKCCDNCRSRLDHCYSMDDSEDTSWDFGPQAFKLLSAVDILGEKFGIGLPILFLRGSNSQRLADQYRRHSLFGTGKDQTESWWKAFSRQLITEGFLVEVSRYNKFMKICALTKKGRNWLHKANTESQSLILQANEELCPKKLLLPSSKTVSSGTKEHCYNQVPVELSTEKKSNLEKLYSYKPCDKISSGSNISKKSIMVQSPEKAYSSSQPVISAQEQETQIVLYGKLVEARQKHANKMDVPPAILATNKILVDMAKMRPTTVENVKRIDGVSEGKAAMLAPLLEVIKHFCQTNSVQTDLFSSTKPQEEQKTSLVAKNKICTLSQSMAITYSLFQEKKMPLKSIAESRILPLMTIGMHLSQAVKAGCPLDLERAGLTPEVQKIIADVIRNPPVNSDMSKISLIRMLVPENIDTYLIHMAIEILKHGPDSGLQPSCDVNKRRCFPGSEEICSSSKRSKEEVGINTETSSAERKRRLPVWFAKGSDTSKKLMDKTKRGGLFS
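WRN at 20 nM final was preincubated with compound for 15 min at room temperature; reaction started with 100 nM forked duplex oligonucleotide carrying fluorophore and quencher plus 2 mM ATP (final). Unwinding followed kinetically by red fluorescence (ex 525/em 598 nm).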
Abeta rescue: restores growth of yeast expressing A-beta42 peptide; yeast expressing A-beta42, growth rescue, OD600, 48 h; response scale: 0% DMSO, 100% iron-clioquinol control; Potency, µM (titrated, usually from 46.1 µM), for inactives: top-dose growth rescue, hits mostly activators; actives 0.063% (n = 410,000); AID 1347071; note: potency is the fitted concentration of half-maximal effect; nearly all actives have a fitted effect of over 55% in size
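Yeast A-beta toxicity model in growth medium with pinned compounds, 48 h at 30 C; growth read as absorbance at 600 nm. Normalized to FeCl3/clioquinol equimolar mix (positive) and DMSO (negative).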
Numbers without * were called inactive; ? = inconclusive; nt = not tested or not shown; & = joins results of further samples; [ ] = remark or other dose. Unless noted, calls come from the whole dose curve; as a rule, active = well fitted curve in the direction sought with a large enough effect; inconclusive = small, poorly fitted or top-dose-only effect, or another doubt; inactive = no such curve, though single readings can be large; an effect the other way counts as inactive or inconclusive. This is a random part of the collection; 4.1% or so of the library scored in one or more.

SMILES	EPAC1 agonist	IL-2 act	PI5P4Ka inh	EPAC1 antagonist	PLK1 PBD block	FUS yeast rescue	WRN inhibitor	Abeta rescue
CNc1nc(-c2cccs2)cc(C(F)(F)F)c1C#N	11%	0.5	4	-14%	-4%	-6%	-2%	-9%
COc1ccc(CCNC(=O)c2cc(S(=O)(=O)N3CCCCC3)ccc2Cl)cc1	-4%	0.0	-1	18%	4%	18%	-2%	-10%
CCC(C(=O)NC1CCCC1)N(C(=O)Cn1nnc(-c2ccc(OC)c(OC)c2)n1)C1CCCCC1 (stereo not drawn)	14%	-0.4	nt	-8%	0%	?	-9%	0%
COc1ccc(CCNS(=O)(=O)CCNC(=O)c2ccc(OC)cc2)cc1	7%	-0.3	2	1%	-7%	3%	5%	-2%
Cn1ccnc1SCC(=O)c1ccc2ccccc2c1	4%	2.7	-8	-13%	-29%	2%	7%	-15%
COc1ccc(NC(=O)CCCn2cnc3ccccc3c2=O)cc1	-1%	-3.3	-11	11%	?	?	-6%	-11%
CN1C(=O)[C@@](O)(c2cn(C)c3ccccc23)c2cc(Br)ccc21	-12%	0.0	-6	6%	-3%	8%	5%	19%
Cc1ccccc1N1CC(c2nc3ccccc3[nH]2)CC1=O (stereo not drawn)	2%	0.1	nt	11%	-2%	18%	12%	5%
Cc1cc2oc(=O)cc(COC(=O)c3n[nH]c4ccccc34)c2cc1C	12%	8.8	0	-7%	-10%	-23%	-30%	-13%
CN1CCN(C(=O)CC2C(=O)NCCN2Cc2ccc(-c3ccccc3)cc2)CC1 (stereo not drawn)	-4%	0.4	-4	12%	1%	12%	-2%	-4%
Cc1c(C(=O)NCc2ccccn2)sc(=O)n1Cc1ccc(-c2ccccc2)cc1	8%	-0.8	5	2%	-10%	27%	4%[57.1 µM]	16%
Cc1ccc(-c2nc3c(Cl)cc(C(F)(F)F)cn3c2Cc2cccc(F)c2)cc1	-11%	-0.5	-2	9%	0%	-20%	2%	-12%
O=C(Nc1ccc(Oc2cccnc2)cc1)c1ccccc1F	4%	0.2	8	-1%	-3%	20%	-2%	8%
COc1ccc(C2C(C(=O)c3sc(C)nc3C)=C(O)C(=O)N2CCN2CCOCC2)cc1 (stereo not drawn)	1%	-0.3	9	13%	-9%	18%	-2%	-19%
CCOC(=O)C1CCN(C(c2ccc(OC)c(OC)c2)c2sc3nc(C)nn3c2O)CC1 (stereo not drawn)	-9%	-0.4	2	-14%	-3%	2%	-1%	-6%
COCCN(C(=O)c1ccc(C)o1)c1c(N)n(CC(C)C)c(=O)[nH]c1=O	3%	3.4	-23	-12%	-7%	nt	16%	6%
CCCNC(=O)c1nn2c(C(F)(F)F)cc(-c3ccccc3)nc2c1Br	12%	0.7	0	13%	-3%	-31%	-4%	16%
COCCNC(=O)C(=O)Nc1cc2c3c(c1)CCC(=O)N3CCC2	7%	-0.3	-5	-1%	-7%	-24%	0%[11.6 µM]	-11%
O=C(OC1CCOC1=O)c1ccc2ncsc2c1 (stereo not drawn)	4%	1.8	-5	8%	-9%	7%	-2%	17%
CCOc1ccc(-c2nonc2NC(=O)c2ccco2)cc1	4%	-1.9	0	0%	0%	3%&33%	-6%	7%&-17%
CC(C)c1ccc(/C=C/c2ccc(=O)n(C)n2)cc1	4%	-0.4	-5	-5%	-27%	39%	-1%	-15%
Cc1cccc(OCCCC(=O)NC2CCCCC2)c1	-3%	0.5	1	7%	-1%	2%	-8%	2%
O=c1[nH]c2cc([N+](=O)[O-])c([N+](=O)[O-])cc2[nH]c1=O	4%	0.8	?	-5%	-13%	-12%	-6%	-21%
CC1(C(=O)NS(=O)(=O)c2cccc(Cl)c2)CCN1C(=O)c1ccccc1CCc1ccccc1 (stereo not drawn)	-9%	0.2	5	-7%	?	25%	-3%	-13%
CN(CCCN1CCOCC1)Cc1nc(-c2ccccc2)no1	-1%	0.8	0	13%	-2%	-16%	5%	2%
O=C(C1=C[C@@H](C2CCCCC2)C[C@@H](OCCCCO)O1)N1CCN(Cc2ccc3c(c2)OCO3)CC1	-7%	0.1	5	-9%	-3%	6%	-7%	6%
NC(=O)[C@@H]1CCCNc2c(I)cc([N+](=O)[O-])cc2C(=O)N[C@@H](CO)C(=O)N[C@@H](Cc2ccc(O)cc2)C(=O)N1	-14%	1.0	-7	2%	-6%	4%	-8%	-10%
CCOC(=O)CCCCC(=O)c1[nH]c(=O)[nH]c1CN1CCOCC1	-1%	-1.2	nt	20%	2%	-6%	0%	15%
O=C(NC(=S)N1CCCC1)c1ccccc1F	15%	-2.8	-2	10%	?	nt	2%	-6%
OCCNc1nnc(-c2ccccc2)c(-c2ccccc2)n1	3%	0.1	2	9%	-3%	-21%	6%	-6%
CCOC(=O)c1sc2cc([N+](=O)[O-])cc(SCC(=O)OC)c2c1N	3%	5.1	nt	-2%	-21%	22%	-18%	-2%
Cc1cccc(OCC(=O)Nc2cccc(O)c2)c1	4%	-0.5	nt	9%	-4%	18%	2%	10%
CC1=Nc2ccc(C)c3nc(C)cc(c23)N1c1ccc(C)cc1	9%	0.2	-3	3%	-7%	11%	-7%	0%
COc1ccc(NC(=S)NC23CN4CN(CN(C4)C2)C3)cc1	2%	0.0	12	-4%	1%	nt	-15%	20%
COCCNC(=O)CSc1nc2cc3c(cc2c(=O)n1CCCC(=O)NCCc1ccc(OC)c(OC)c1)OCO3	6%	-0.1	5	-15%	-3%	11%&1%	1%	-8%&12%
Cc1ccc(C(=O)Nc2nc(=O)n(C(=O)CC(C)C)s2)cc1	-3%	-0.6	nt	2%	-19%	10%	6%	-16%
CCOc1ccc(/C=N/NS(=O)(=O)c2ccc(C)cc2)cc1OC	-6%	0.0	0	-18%	-8%	-7%	-1%	-23%
COc1ccc(C(=O)n2nc(C)c(Br)c2C)cc1OC	-6%	0.0	8	-8%	-8%	10%	-3%	-17%
Cc1noc(C)c1S(=O)(=O)N(C)C[C@H]1Oc2ccc(NC(=O)NC(C)C)cc2C(=O)N([C@H](C)CO)C[C@@H]1C	5%	-0.3	5	-2%	-11%	4%	-2%	1%
O=c1oc2c3c4c(cc2c(C(F)(F)F)c1CCN1CCOCC1)CCCN4CCC3	?	5.0	2	100%[activator]	33%[activator]	5%	-23%	-17%
COc1ccc(NC(=O)C2CCC(C(C)(C)C)CC2)cc1S(=O)(=O)N1CCOCC1 (stereo not drawn)	-14%	-0.5	0	-15%	-7%	?	-9%	?
NNC(=O)c1nn(-c2ccc(Cl)cc2)cc1O	-2%	-2.3	?	2%	17µM*	31%	-12%	-18%
Cc1ccnc(NC(=O)CCC(=O)N(CC(=O)NC2CCCCC2)CC2CCCO2)c1 (stereo not drawn)	-1%	0.1	0	12%	0%	-8%	-1%	6%
Cc1noc(C)c1NC(=O)Nc1ccc2c(c1)CC(=O)N([C@H](C)CO)C[C@@H](C)[C@H](CN(C)CC1CCCCC1)O2	-7%	-3.3	1	-2%	-13%	-9%	1%	-9%
O=S(=O)(NCC1CCCO1)c1ccc(S(=O)(=O)N(Cc2ccc(F)cc2)C2CCCCC2)cc1 (stereo not drawn)	8%	-0.5	nt	-2%	-2%	17%	-18%	2%
COc1ccc(CCNC(=O)Cn2c(-c3nonc3N)nc3ccccc32)cc1OC	1%	1.9	-4	3%	-6%	38%	-2%	-13%
CCCCCCCCC/C(=N\O)c1ccccn1	17%	-1.0	3	-15%	2%	36%	-19%	-91%[inhibitor]
COc1ccc(/C=C/C(=O)Nc2cccnc2Cl)cc1	-3%	-2.4	3	2%	-1%	-20%	-7%	-20%
Cc1c(Cc2ccccc2)c(=O)oc2cc(O)ccc12	9%	5.9	0	-4%	-7%	10%	-8%	20%
COC(=O)C1=C(C)N(Cc2ccccc2)C(=S)N[C@H]1c1cccc(F)c1	8%	0.4	5	-10%	?	?	-6%	9%

Next section
SMILES	EPAC1 agonist	IL-2 act	PI5P4Ka inh	EPAC1 antagonist	PLK1 PBD block	FUS yeast rescue	WRN inhibitor	Abeta rescue
Nc1nc(NC(=O)/C=C/c2ccccc2)nn1-c1ccccc1	-9%	-0.4	-8	5%	-2%	nt	3%	10%
CC(C)Cc1ccc(CN2CCCC(NC(=O)CCN3CCOCC3)C2)cc1 (stereo not drawn)	-8%	-2.1	19	-2%	4%	nt	-18%	8%
Cc1cc([N+](=O)[O-])ccc1NC(=O)C(C)N1CCN(c2ccccn2)CC1 (stereo not drawn)	1%	-2.3	3	7%	-10%	-25%	6%	-8%
O=C(Nc1cc(F)ccc1F)C1CCCN(c2ncnc3c2nc2n3CCCCC2)C1 (stereo not drawn)	3%	-0.7	9	-13%	-3%	19%	-7%	nt
c1ccc(-c2ccccc2OCCn2cncn2)cc1	0%	1.6	7	16%	-3%	5%	7%	?
CC(=O)Nc1ccc(NC(=O)/C=C/c2ccccc2)cc1	-4%	-3.0	-1	11%	2%	26%	-11%	-16%
O=C(NNc1c2ccccc2nc2ccccc12)c1ccc(O)cc1	4%	9.8	-28	-26%	-5%	10%	-4%[11.6 µM]	-1%
O=C(/C=N/O)NCc1ccncc1	-5%	0.6	1	-3%	-5%	-22%	-5%	16%
Cc1[nH]ncc1Nc1ccccc1C(C)C	7%	-0.2	1	1%	1%	-13%	-3%	12%
COc1ccc(-c2n[nH]c(=S)n2Cc2ccco2)cc1	6%	-4.7	nt	10%	-23%	21%	-2%	9%
CC1CC(C)CN(CCOc2ccc(Cl)cc2Cl)C1 (stereo not drawn)	-15%	-2.6	nt	1%	0%	23%	-10%	-4%
Cn1cc(C(=O)NCC2COc3ccccc3O2)c(=O)c2cc(S(=O)(=O)N3CCCCC3)ccc21 (stereo not drawn)	11%	-1.7	nt	4%	-6%	0%	-3%	-12%
CCOc1ccc2oc(C(=O)OCC(=O)N3CCCC(C)C3)c(C)c2c1 (stereo not drawn)	-3%	0.9	0	?	-5%	nt	-10%	-14%
CCOC(=O)CC1COCCN1Cc1cn[nH]c1-c1cc(OC)c(OC)c(OC)c1 (stereo not drawn)	-1%	-2.1	1	-2%	2%	-27%	-2%	-6%
